SNCA expr inhib: inhibitors of alpha-synuclein (SNCA) gene expression; HEK-293 SNCA-luciferase knock-in, luminescence, 24 h; Potency, µM (series often up to 57.2 µM), for the others: at the top dose activity change, negative = inhibition, hits mostly inhibitors; actives 0.17% (n = 140,000); AID 1671194;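 also: potency is read from the fitted curve at half-maximal effect; plate controls were DMSO cells for no effect and cell-free wells for full effect; nearly all actives have a fitted effect of over 45% in size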
FLuc inh: Photinus pyralis luciferase inhibition; actives 2.5% (n = 76,000); AID 1347043; purified P. pyralis luciferase, luminescence, biochemical; P08659; Potency, µM (series often up to 115 µM), for inactives: at the top dose activity change, negative = inhibition, most hits filed as inhibitors; also: potency is read from the fitted curve at half-maximal effect; nearly all actives have a fitted effect of over 65% in size
Target sequence (P08659 whole entry, looked up): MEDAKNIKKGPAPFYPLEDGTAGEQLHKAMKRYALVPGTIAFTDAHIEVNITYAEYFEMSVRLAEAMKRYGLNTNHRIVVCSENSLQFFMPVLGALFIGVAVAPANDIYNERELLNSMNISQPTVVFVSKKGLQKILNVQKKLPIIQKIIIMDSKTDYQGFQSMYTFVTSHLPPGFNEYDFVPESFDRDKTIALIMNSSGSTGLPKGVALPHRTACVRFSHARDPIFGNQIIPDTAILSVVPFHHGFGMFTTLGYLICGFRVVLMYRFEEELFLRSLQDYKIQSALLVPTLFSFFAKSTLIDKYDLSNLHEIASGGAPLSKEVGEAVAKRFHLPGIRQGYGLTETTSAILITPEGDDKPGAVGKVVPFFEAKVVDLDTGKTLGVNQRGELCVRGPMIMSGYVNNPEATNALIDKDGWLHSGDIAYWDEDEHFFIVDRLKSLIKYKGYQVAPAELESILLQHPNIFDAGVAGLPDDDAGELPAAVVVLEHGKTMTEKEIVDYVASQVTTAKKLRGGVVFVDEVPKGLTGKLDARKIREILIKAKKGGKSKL
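Inhibitors were tested against purified firefly luciferase in a biochemical, low-substrate format (both substrates at 10uM) and luminescence measured with a CCD imager.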
IP6K1 inhibitor: IP6K1 kinase inhibition | Q92551 | activity change, % (series mostly up to about 58 µM) | actives 0.81% (n = 140,000) | AID 1645851 | IP6K1 kinase, ADP-Glo luminescence, 2 h; stronger effect = lower value; in the data active = activity change below about -25%
Target sequence (Q92551 whole entry, looked up): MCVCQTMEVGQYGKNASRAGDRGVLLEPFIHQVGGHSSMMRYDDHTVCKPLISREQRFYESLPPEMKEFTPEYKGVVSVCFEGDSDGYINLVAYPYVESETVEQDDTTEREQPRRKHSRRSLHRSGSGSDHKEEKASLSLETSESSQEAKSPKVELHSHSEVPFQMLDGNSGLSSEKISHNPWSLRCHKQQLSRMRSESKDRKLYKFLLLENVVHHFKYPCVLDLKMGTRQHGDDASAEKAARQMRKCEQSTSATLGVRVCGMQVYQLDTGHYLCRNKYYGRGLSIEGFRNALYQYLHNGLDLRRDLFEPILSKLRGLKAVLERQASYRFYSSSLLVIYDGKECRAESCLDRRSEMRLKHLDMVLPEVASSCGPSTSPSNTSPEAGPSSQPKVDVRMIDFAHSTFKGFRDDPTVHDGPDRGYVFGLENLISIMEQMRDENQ
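ADP-Glo luminescence measures ADP made by human IP6K1 during a 2 h RT reaction with ATP/IP6 (mix at 1.3 mM/130 uM); top library doses 57.5 and 19.1 uM final.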
GPT2 inh: blocks human glutamate pyruvate transaminase 2; Recombinant GPT2, coupled pyruvate oxidase/HRP Amplex Red fluorescence; AID 1671188; actives 0.25% (n = 100,000); Potency, µM (titrated, usually from 57.7 µM), for the others: at the top dose activity change, negative = inhibition, usual class: inhibitors; also: potency is read from the fitted curve at half-maximal effect; nearly all actives have a fitted effect of over 60% in size; many of its hits are not listed in these tables
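Recombinant GPT2 (10ng/uL) with 250uM a-KG and 2mM L-alanine, 30 min at room temperature, in HEPES pH 7.5 buffer. Pyruvate detected by pyruvate oxidase/HRP/Amplex Red fluorescence after 30 min in the dark; AOA (50uM) as positive control.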
SNCA viab count: cell viability loss counter-screen. HEK-293-SNCA-luc viability, GF-AFC fluorescence, 24 h. Potency, µM (series often up to 57.1 µM), inactives show at the highest dose activity change, negative = cytotoxicity, hits mostly cytotoxic. actives 0.12% (n = 150,000);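 also: potency is read from the fitted curve at half-maximal effect; 0% = DMSO-treated cells and -100% = medium-only wells without cells; nearly all actives have a fitted effect of over 30% in size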
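Cytotoxicity counterscreen: after 24 h compound treatment of genome-edited SNCA-luciferase HEK-293 cells, live-cell protease substrate GF-AFC read by fluorescence after 30 min; activity scaled between DMSO (0%) and medium-only (-100%), curves Hill-fitted.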
HEK cytotox: HEK 293 cell cytotoxicity | HEK 293 viability, ATP luminescence (CellTiter-Glo), 48-72 h | Potency, µM (doses to about 115 µM), without a hit: at the top dose activity change, negative = cytotoxicity, most hits filed as inhibitors | actives 6.6% (n = 94,000); also: potency is read from the fitted curve at half-maximal effect; nearly all actives have a fitted effect of over 60% in size
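250 HEK 293 cells/well; compound by pintool; incubated 48 or 72 hr at 37 degree Celsius; CellTiter-Glo added, 10 min RT, luminescence imaged.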
3T3 cytotox: kills NIH 3T3 cells. NIH 3T3 viability, CellTiter-Glo ATP luminescence, 48-72 h. Potency, µM (top dose mostly 96.7 µM), for inactives: at the top dose activity change, negative = cytotoxicity, usual class: inhibitors. actives 4.3% (n = 94,000). AID 1345082; also: potency is read from the fitted curve at half-maximal effect; nearly all actives have a fitted effect of over 55% in size
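Luminescent ATP readout (CellTiter-Glo, 10 min RT) after 48 or 72 hr compound exposure of NIH 3T3 cells seeded at 400 cells/well in 1536-well format; quantitative HTS.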
The depositor's hits bear a star; i = inactive; ? = inconclusive; . = not tested or not shown; & = joins results of further samples; [ ] = dose if it differs, or a comment. Unless noted, calls follow the shape of the dose curve; as a rule, active = well fitted curve in the direction sought with a large enough effect; inconclusive = small, poorly fitted or top-dose-only effect, or another doubt; inactive = no such curve, though single readings can be large; an effect the other way counts as inactive or inconclusive. Unless noted, % is scaled to controls: 0 for no effect and ±100 for the full control effect. These rows are one share of the data. The share of hits here may be higher or lower than overall.

| structure | SNCA expr inhib | FLuc inh | IP6K1 inhibitor | GPT2 inh | SNCA viab count | HEK cytotox | 3T3 cytotox |
| --- | --- | --- | --- | --- | --- | --- | --- |
| CCNC(=O)c1c(NC(=O)Cc2coc3ccc(CC)cc23)sc2c1CCCC2 | 17.6% | . | -15.3 | . | -5.5% | . | . |
| CC(C)COC(=O)N1C[C@@H](CO)[C@@H]2Oc3c(F)cccc3[C@@H]21 | . | . | 12.0 | . | . | ? | 31.6µM* |
| CC1=C2C(=O)C=C(CO)[C@@H]2[C@H]2OC(=O)[C@H](C)[C@@H]2[C@@H](O)C1 | . | . | 5.1 | -8.3% | -4.2% | . | . |
| COc1cccc(-c2ccc(C(=O)N3CCC(NC(=O)C4CCCC4)CC3)cc2)c1 | 6.9%&-16.0% | . | 1.0&0.6 | 1.1% | 8.6%&4.4%[12.5 µM] | ? | ? |
| CC1=C(C(=O)Nc2cccnc2)C(c2ccc(Cl)cc2)n2nc(-c3ccccc3)nc2N1 (stereo not drawn) | -27.0% | . | -23.2 | . | -25.5% | . | . |
| O=C(Cc1cccn1-c1cccc(Cl)c1)NCCCN1CCCC1 | 11.1% | -8.0% | 11.3 | i | -2.9% | -5.2% | -1.9% |
| Cc1cccc(C(=O)N2CCC(CC(=O)NCc3ccccc3)C2)c1 (stereo not drawn) | ? | -14.5% | -10.2 | i | -10.2%[12.5 µM] | -0.2% | -20.3% |
| CCc1ccc2occ(CC(=O)Nc3nnc(SC)s3)c2c1 | 7.6% | . | -5.3 | . | -1.7% | . | . |
| CCn1c(C)c(C)c2cc(C(=O)NCCc3ccc(C)cc3)ccc21 | 9.4% | . | -6.8 | . | 9.7% | . | . |
| COc1ccc(CNC(=O)c2sc3nc[nH]c(=O)c3c2C)cc1 | 26.8% | . | 4.3 | . | -3.3% | . | . |

| structure | SNCA expr inhib | FLuc inh | IP6K1 inhibitor | GPT2 inh | SNCA viab count | HEK cytotox | 3T3 cytotox |
| --- | --- | --- | --- | --- | --- | --- | --- |
| CC(C)Oc1cccc(-c2n[nH]c3c2CC(=O)N(c2ccccc2)C3)c1 | 18.3%[87.6 µM] | -2.8%[172 µM] | 11.6 | 0.7%[88.5 µM] | 0.7%[87.6 µM] | ? | ? |
| CCCCCN=C(N)NN=Cc1c[nH]c2ccc(OC)cc12 | 4.1% | . | . | -2.7% | -10.0% | . | . |
| COc1cccc(C(=O)NCC2Cn3cccc3C(=O)N2Cc2ccccc2)c1 (stereo not drawn) | 6.4% | 0.0% | 14.0 | 3.1% | -5.4% | ? | -31.5% |
| C/C(=C\CCC(C)CCO)C(=O)OC[C@H]1O[C@@H](O[C@@H]2OC=C(C(=O)O)[C@H]3CC[C@](C)(O)[C@@H]23)C(O)[C@@H](O)C1O (stereo partly drawn) | . | . | -6.2 | i | -9.4%[23.9 µM] | . | . |
| CS(=O)(=O)c1ccc(O[C@H]2COCCN(C3CCC3)C2)cc1 | 6.2%[87.6 µM] | -1.0%[172 µM] | -11.5 | i | 3.1%[87.6 µM] | -23.0%[172 µM] | -20.2%[174 µM] |
| Cc1ccc(Nc2ccnc(N3CCCC3C(=O)NCc3cccs3)n2)cc1 (stereo not drawn) | ? | . | 15.0 | i | -7.7%[12.5 µM] | ? | ? |
| COc1ccc(CNC(=O)CN(c2ccc(OC)cc2)S(=O)(=O)c2c(C)[nH]c(=O)[nH]c2=O)cc1 | 85.4%[activator] | . | -12.2 | . | 12.6% | . | . |
| NC[C@H]1O[C@@H]2C[C@@H](CC(=O)N3CCC(F)(F)C3)O[C@@H]2[C@@H]1O | 2.3%[87.6 µM] | -2.3%[172 µM] | 3.4 | ? | 0.5%[87.6 µM] | i | 0.5%[174 µM] |
| COc1ccc(CNC(=O)C2CN(S(=O)(=O)c3cccnc3)CC23CCCCC3)cc1 (stereo not drawn) | -22.1% | -4.1% | 15.8 | -5.6% | -20.5% | -26.0% | -3.3% |
| Cc1nc(-c2ccc(F)cc2)n(CC(=O)Nc2ccc(C(F)(F)F)cc2)c(=O)c1CCO | ? | -0.6% | 2.1 | -2.3% | ? | ? | ? |

compound | SNCA expr inhib | FLuc inh | IP6K1 inhibitor | GPT2 inh | SNCA viab count | HEK cytotox | 3T3 cytotox
COc1ccc(Nc2cnc3ccc(-c4ccccc4)nn23)cc1 | -12.2%[87.6 µM] | ? | 7.6 | i | -4.9%[87.6 µM] | 70.8µM* | ?
O=C(Nc1ccc(Cl)cc1)C1CCCN(S(=O)(=O)c2ccc3[nH]c(=O)ccc3c2)C1 (stereo not drawn) | 23.7% | . | 55.1 | . | -7.6% | . | .
O=C(NCc1ccc(Cl)cc1)C1CCCN(c2ncnc3onc(-c4ccc(F)cc4)c23)C1 (stereo not drawn) | -16.0% | . | -0.9 | . | 3.0% | . | .
CN(C)C1(CNC(=O)c2ccc(OC3CCN(C(=O)C4CC4)CC3)cc2)CCCCC1 | 7.3% | -21.8% | 2.8 | -2.4% | 1.1% | -6.0% | -24.6%
CCn1nccc1C(=O)N1CCC(Nc2nccnc2OC)CC1 | -16.3% | -3.9% | -0.5 | i | 6.1% | -6.5% | -12.0%
COc1cccc(-c2cn3cc(C(=O)NCc4ccc(Cl)cc4)nc3s2)c1 | -14.0%[87.6 µM] | . | 13.2 | -2.9%[88.5 µM] | -3.6%[87.6 µM] | ? | ?
CCOCCCNC(=O)N1CC(Oc2ccc(-c3nc(C)no3)cc2)C1 | 2.3% | 4.2% | 3.2 | i | 3.4% | -19.4% | -27.6%
Cc1ccc(C(=O)NCC(=O)OCc2cc(=O)n3nc(C4CCCCC4)sc3n2)cc1 | -5.0% | . | -8.1 | . | 1.2% | . | .
Cc1noc(C)c1Cn1cc2c3c(cccc31)[C@H](CC(C)C)N[C@H](C(=O)NC1CCC1)C2 | -14.3%[87.6 µM] | 0.2%[172 µM] | 16.5 | 2.4%[88.5 µM] | -27.5%[87.6 µM] | 39.8µM* | ?
COc1ccc(C(=O)N2CCC(Oc3nccnc3N(C)C)C2)c(OC)c1 (stereo not drawn) | 186.3%[activator] | 20µM* | 22.0 | i | 6.8% | ? | i
NC(=O)c1ccccc1NC(=O)C1CCCN(c2ncnc3onc(-c4ccc(F)cc4)c23)C1 (stereo not drawn) | 0.3% | . | 2.9 | . | -11.4% | . | .
Cc1cccc(NC(=O)CSC2=Nc3ccccc3C3=NC(CCC(=O)NCc4ccc(F)cc4)C(=O)N23)c1 (stereo not drawn) | 11.0% | . | -7.0 | . | 6.0% | . | .

Four compounds drawn at random from those above, as already listed:
compound | SNCA expr inhib | FLuc inh | IP6K1 inhibitor | GPT2 inh | SNCA viab count | HEK cytotox | 3T3 cytotox
O=C(Nc1ccc(Cl)cc1)C1CCCN(S(=O)(=O)c2ccc3[nH]c(=O)ccc3c2)C1 (stereo not drawn) | 23.7% | . | 55.1 | . | -7.6% | . | .
CN(C)C1(CNC(=O)c2ccc(OC3CCN(C(=O)C4CC4)CC3)cc2)CCCCC1 | 7.3% | -21.8% | 2.8 | -2.4% | 1.1% | -6.0% | -24.6%
Cc1ccc(C(=O)NCC(=O)OCc2cc(=O)n3nc(C4CCCCC4)sc3n2)cc1 | -5.0% | . | -8.1 | . | 1.2% | . | .
Cc1noc(C)c1Cn1cc2c3c(cccc31)[C@H](CC(C)C)N[C@H](C(=O)NC1CCC1)C2 | -14.3%[87.6 µM] | 0.2%[172 µM] | 16.5 | 2.4%[88.5 µM] | -27.5%[87.6 µM] | 39.8µM* | ?

(more compounds)
compound | SNCA expr inhib | FLuc inh | IP6K1 inhibitor | GPT2 inh | SNCA viab count | HEK cytotox | 3T3 cytotox
Cc1c(CNC2CCCCC2)c(C(=O)O)c(C)n1Cc1ccc(F)cc1 | -2.1% | . | -2.0 | . | -6.5% | . | .
CC1Oc2ccc(NC(=O)CC(C)(C)C)cc2CN(CCc2ccccc2)C1=O (stereo not drawn) | -6.8% | -10.9% | 8.0 | -17.1% | -12.3% | ? | ?
CCOc1ccc(-c2nn(CC(=O)NC3CCCCC3)c3c2cnc2ccc(C)cc23)cc1 | -17.9% | . | 23.0 | . | 0.1% | . | .
COc1ccccc1-c1ccc(CN2CCCCC2C(=O)NC2CC2)cc1 (stereo not drawn) | . | . | 22.6&8.4 | . | . | 39.8µM* | ?
COc1ccc(OC2CCN(C(C)=O)CC2)c(C(=O)NC(C)Cc2cccnc2)c1 (stereo not drawn) | 3.5% | -4.3% | 9.6 | 0.0% | 3.3% | 0.1% | 2.4%
Cc1nn2c(c1-c1ccccc1OCc1ccccc1)N(C(=O)COc1ccccc1C(N)=O)CCC2 | -17.2% | -6.9% | 20.6 | ? | -15.9% | ? | 6.31µM*
COc1ccccc1CC(=O)N[C@@H]1CN(C2CCOCC2)C[C@H]1CN(C)C | 7.7% | -4.3% | 3.1 | -8.7% | -5.4% | ? | -20.8%
O=C(NCc1ccc(F)cc1)C1CCN(Cc2ccccc2-c2ccccc2F)CC1 | . | . | 14.3 | . | . | 31.6µM* | 31.6µM*
COc1ccc(Cl)cc1NC(=O)CCS(=O)(=O)c1cccc2nonc12 | -10.5% | . | 32.0 | . | 3.1% | . | .
Cc1noc(C)c1C(=O)N[C@@H]1CN(S(C)(=O)=O)C[C@H]1CN(C)C | 1.4% | -7.6% | 1.2 | i | 22.5% | i | 3.7%
COCC(=O)NC[C@H]1CCN(Cc2cn(C)c3ccccc23)C[C@H]1N(C)C | ? | -3.3% | 4.5 | 1.3% | 4.2%[12.5 µM] | -2.1% | i
COc1ccc(-n2nc(C3CCN(Cc4ccccn4)CC3)[nH]c2=O)cc1 | -12.9% | -4.0% | 7.2 | -4.1% | -17.9% | 12.6µM* | ?

compound | SNCA expr inhib | FLuc inh | IP6K1 inhibitor | GPT2 inh | SNCA viab count | HEK cytotox | 3T3 cytotox
CCN(CC1CCCN(CCc2cccc(F)c2)C1)C(=O)CCc1ccccn1 (stereo not drawn) | 5.1% | 0.0% | 11.4 | i | -20.1% | -22.7% | -27.6%
CCN1CC2(CCC1=O)CCN(C(=O)c1ccc(OC)c(Cl)c1)CC2 | -11.0% | 1.0% | 9.7 | -7.4% | 5.7% | -19.8% | -11.6%
O=C(NCc1ccc(F)cc1)C1CCN(S(=O)(=O)c2ccc3c(c2)CCCN3C(=O)C2CCC2)CC1 | -5.9% | . | -7.4 | . | -12.1% | . | .
CCN(CC)C(=O)CN1CCC(=O)N(Cc2ccc(F)cc2)C(C(C)C)C1 (stereo not drawn) | -25.2% | -7.7% | 0.1 | -0.1% | 0.8% | -0.5% | -0.9%
CC(C)c1nc2c(c(-c3ccc(O)cc3)n1)CN(Cc1cccc(C(F)(F)F)c1)CC2 | ? | -1.7% | -0.9 | i | -18.8% | 31.6µM* | 22.4µM*
CC1CCN(C(=O)c2cnn(-c3cccc(Cl)c3)c2C2CCN(C(=O)OC(C)(C)C)CC2)CC1 | -26.8% | . | 16.7 | . | -4.6% | . | .
COc1ccccc1-n1c(=O)c(C(=O)NCc2cccc(F)c2)nc2cccnc21 | 11.0% | . | 13.7 | i | 4.7% | i | -0.7%
